# Source: PubChem BioAssay
# PPARg SRC-3 ag: PPARgamma-driven SRC-3 recruitment agonism | P37231 | biochemical PPARgamma/SRC-3 coactivator recruitment assay | activation, % at 8 µM | actives 0.26% (n = 200,000); in the data active = activation above about 23%;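 also: 0% = DMSO and 100% = reference agonist; some compounds past the cut are filed as inactive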
# Target sequence (P37231 whole entry, looked up): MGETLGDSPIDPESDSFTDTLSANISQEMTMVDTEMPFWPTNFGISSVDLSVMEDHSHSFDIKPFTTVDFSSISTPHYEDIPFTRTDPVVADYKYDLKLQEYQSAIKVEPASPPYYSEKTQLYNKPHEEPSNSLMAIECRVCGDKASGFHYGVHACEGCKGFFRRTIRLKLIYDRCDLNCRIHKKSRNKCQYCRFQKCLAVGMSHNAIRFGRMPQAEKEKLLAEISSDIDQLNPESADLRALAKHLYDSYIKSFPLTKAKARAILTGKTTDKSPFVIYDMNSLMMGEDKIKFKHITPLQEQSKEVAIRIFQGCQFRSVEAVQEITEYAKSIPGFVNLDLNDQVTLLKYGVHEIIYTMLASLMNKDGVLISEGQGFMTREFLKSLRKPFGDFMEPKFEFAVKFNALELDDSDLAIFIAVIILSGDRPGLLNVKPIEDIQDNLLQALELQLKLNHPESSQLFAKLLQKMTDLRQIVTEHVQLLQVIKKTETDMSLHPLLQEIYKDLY
# TNAP inh hiacc: TNAP (human) inhibition, high acceptor | actives 0.03% (n = 200,000) | purified TNAP, CDP-star luminescence, 1 M DEA | inhibition, % at 20 µM;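 active = over 50% inhibition of tissue-nonspecific alkaline phosphatase at 20 µM in the single-dose screen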;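 also: plate controls were DMSO wells for no effect and EDTA-quenched wells as full inhibition for full effect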
# Target sequence (P05186 whole entry, looked up): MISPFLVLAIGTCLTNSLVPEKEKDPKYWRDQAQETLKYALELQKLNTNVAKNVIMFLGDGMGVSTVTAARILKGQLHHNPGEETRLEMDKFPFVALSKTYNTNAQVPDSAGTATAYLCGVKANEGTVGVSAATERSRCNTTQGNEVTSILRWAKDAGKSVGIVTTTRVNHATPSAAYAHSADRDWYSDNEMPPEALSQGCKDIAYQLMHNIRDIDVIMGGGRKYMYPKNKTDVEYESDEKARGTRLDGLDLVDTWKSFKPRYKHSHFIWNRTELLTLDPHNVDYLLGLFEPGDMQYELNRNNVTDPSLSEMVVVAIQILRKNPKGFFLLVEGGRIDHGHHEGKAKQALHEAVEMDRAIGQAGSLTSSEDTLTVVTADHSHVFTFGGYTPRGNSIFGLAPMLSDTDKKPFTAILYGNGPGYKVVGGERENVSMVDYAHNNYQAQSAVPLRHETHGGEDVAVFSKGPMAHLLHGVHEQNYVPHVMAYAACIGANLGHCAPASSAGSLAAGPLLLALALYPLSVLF
# bIAP act: intestinal alkaline phosphatase (bovine) activation | purified bovine IAP, CDP-star luminescence, 30 min; active compounds read high; fold of DMSO-control signal, blank-subtracted | activation factor at 20 µM | actives 0.17% (n = 200,000) | AID 1016;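 active = activation factor of 2 or more at 20 µM, a signal rise over negative controls twice the positive control's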
# bIAP inh: intestinal alkaline phosphatase (bovine) inhibition; AID 1019; purified bovine IAP, CDP-star luminescence, 30 min; 190,000 tested, under 10 active; inhibition, % at 20 µM;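 active = over 50% inhibition of intestinal alkaline phosphatase at 20 µM in the single-dose screen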
#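 Incubation: 30 min reaction at room temperature / Material: purified bovine intestinal alkaline phosphatase (IAP) enzyme / Input: enzyme at 1/65,000,000 dilution / Dosing: 20 µM single dose / Signal: CDP-star luminescence signal / Reagent: CDP-star chemiluminescent phosphatase substrate, 30 µM final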
# Efa HMGR inh: E. faecalis class II HMG-CoA reductase inhibition. purified E. faecalis HMGR, NADPH absorbance 340 nm kinetic. inhibition, % at 10 µM. actives 0.41% (n = 190,000). AID 1066;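 active = inhibition above a set limit, the median over all tested compounds plus 3 SD, cut at about 9.5% in these data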;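 also: enzyme runs in reverse so mevalonate oxidation gives rising NADPH absorbance; 0% = complete reaction with DMSO and 100% = background rate lacking mevalonate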
# PPARg SRC2 recr: PPARgamma-driven SRC-2 recruitment agonism. actives 0.34% (n = 200,000). P37231. activation, % at 8 µM. PPARgamma LBD-SRC-2 recruitment, biochemical; in the data active = activation above about 22%;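 also: 0% = vehicle and 100% = reference agonist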
# TNAP inh no acc: inhibitors of human TNAP without phosphate acceptor | actives 0.26% (n = 200,000) | P05186 | inhibition, % at 20 µM | purified TNAP, CDP-star luminescence, 30 min;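 active = tissue-nonspecific alkaline phosphatase inhibition above about 50% at 20 µM in the single-dose screen, limit read from the data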;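 also: 0% = DMSO negative control and 100% = EDTA positive control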
# PPARg SRC1 recr: promotes SRC-1 coactivator recruitment by human PPARgamma; PPARgamma-SRC-1 coactivator recruitment biochemical assay; P37231; activation, % at 8 µM; actives 0.41% (n = 200,000); AID 631; in the data active = activation above about 19%;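 also: 0% = DMSO and 100% = reference agonist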
# TNAP act hi DEA: increases human TNAP activity under high phosphate acceptor concentration. purified TNAP, CDP-star luminescence, 1 M DEA, 30 min; active compounds read high; 0 = EDTA background, 1 = DMSO-only activity. AID 1136. 200,000 tested, under 10 active. activation factor at 20 µM;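 active = activation factor at least 2 at 20 µM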
#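 Control set: EDTA negative control, DMSO positive control / Assay system: human TNAP / Quantity: TNAP 1/800 final / Evaluation: TNAP activation factor scaled between EDTA and DMSO control wells / Measured by: luminescent substrate turnover signal / Compound dosing: one dose, 20 µM / Times: 30 min enzyme reaction at room temperature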
# TR-FRET SRC-2 ct: counter-screen for PPARgamma SRC-2 recruitment agonists: TR-FRET artefact. active compounds read high. TR-FRET ratio at 8 µM. actives 0.4% (n = 200,000); in the data active = TR-FRET ratio above about 2000; also: inactives centre near 1500
# * hit, by the source's call; & = joins results of further samples.
SMILES,PPARg SRC-3 ag,TNAP inh hiacc,bIAP act,bIAP inh,Efa HMGR inh,PPARg SRC2 recr,TNAP inh no acc,PPARg SRC1 recr,TNAP act hi DEA,TR-FRET SRC-2 ct
O=C(O)CC(NS(=O)(=O)c1c(F)cc(F)cc1Br)c1ccccc1Cl (stereo not given),3,-2,1,0,-3,1,-8,16,1,1546
COCCCNC(=O)c1c(N)n(-c2ccc(S(N)(=O)=O)cc2)c2nc3ccccc3nc12,2,-4,1,-4,-2,-5,-10,0,1,1533
Cc1cccc(C2c3[nH]c4ccccc4c3CCN2C(=O)c2ccc(=O)[nH]c2)n1 (stereo not given),1,-8,1.1,-14,-2,-3,-3,0,1.1,1439
Cc1nn(C)c(Cl)c1S(=O)(=O)N1CCC(CO)(CCc2ccccc2)CC1,2,-3,1.1,-10,-3,3,0,1,1,1507
Nc1nc2c(nc(SCc3ccccc3Br)n2C2OC(CO)C(O)C2O)c(=O)[nH]1 (stereo not given),5,-4,1.1,-11,-1,2,-3,12,1,1422
COC(=O)COc1ccc2c(=O)c(Oc3ccccc3)c(C)oc2c1,3,-3,1,0,-4,0,-4,-2,1,1610
O=C(Cc1cscn1)c1ccc(O)cc1O,0,-4,1.1,-13,-5,7,-3,-3,1,1533
Cc1ccc(N2C(=O)NC(NC(=O)C(C)(C)C)(C(F)(F)F)C2=O)cc1C (stereo not given),5,3,1,-1,-3,4,-10,2,1,1695
Cn1cccc1CNC(=O)Nc1ccc(Cl)cc1,-1,-4,0.9,7,3,10,-12,4,1,1515
Cc1ccc(N(Cc2ccco2)C(=O)c2cccc(S(=O)(=O)N(C)C)c2)cc1,7,-2,1,2,-1,-3,-5,-3,1,1323

# Just TNAP inh hiacc, for two of the compounds above:
structure	TNAP inh hiacc
O=C(Cc1cscn1)c1ccc(O)cc1O	-4
Cc1ccc(N2C(=O)NC(NC(=O)C(C)(C)C)(C(F)(F)F)C2=O)cc1C (stereo not given)	3

# The list continues.
SMILES,PPARg SRC-3 ag,TNAP inh hiacc,bIAP act,bIAP inh,Efa HMGR inh,PPARg SRC2 recr,TNAP inh no acc,PPARg SRC1 recr,TNAP act hi DEA,TR-FRET SRC-2 ct
CCOC(=O)N1CCN(C(=S)NC(C)(C)C)CC1,8,-1,0.6,36,4,7,-10,-4,1,1462
CC(=O)NC1C(Oc2cccc(C)c2)OC2COC(c3ccco3)OC2C1O (stereo not given),-2,-4,0.8,15,-5,-15,-13,-6,1,1372
O=C(CSC1=NCCS1)NC1CCCCC1,-1,-2,0.9,10,0,-1,-11,-3,1,1629
COc1ccccc1NC(=S)N1CCN(Cc2ccccc2)CC1,1,-4,1,-2,-2,-2,-5,-4,1,1578
COC(=O)CSc1nc(-c2ccc(C)cc2)c2c(c1C#N)CCCC2,9,-3,0.9,14,-2,8,-3,3,1,1539
CC(=O)c1cc(C(C)=O)c(C)nc1C,2,0,1,4,-3,2,-5,-3,1,1509
Cc1cc(C(=O)NCC(=O)O)c(C)o1,-12,-5,0.9,8,1,-1,3,-5,1,1253
O=C(COC(=O)c1cccnc1Cl)c1ccc(F)cc1,-2,0,1,-3,-4,-8,-8,-9,1,1486
COc1ccc(Cn2c(SCC#N)nc3ccc(N4CCOCC4)cc3c2=O)cc1,2,1,1,3,-6,3,-1,7,1,1470
C/C(=N\OCC(=O)Nc1ccccc1C(C)(C)C)c1ccc2c(c1)OCCO2,1,0,1,1,-2,10,-12,3,1,1663
CN(Cc1cnn(C)c1)Cc1nc(C(c2ccccc2)c2ccccc2)no1,3,-2,0.9,12,7,8,-7,2,1,1572
COCCCNCC(=O)Nc1ccc(OC(F)(F)F)cc1,-4,-2,1,3,-3,0,-12,3,1,1652
CCCCNC(=O)N1CCOCCOCCN(C(=O)NCCCC)CCOCCOCC1,7,-2,1,-1,0,2,-9,3,1,1466
CCn1nc(C(=O)OCc2c(C)noc2C)c2ccccc2c1=O,12,0,0.9,6,-2,7,-1,13,1,1691
COc1ccccc1NC(=O)CN(c1ccc([N+](=O)[O-])cc1)S(=O)(=O)c1ccccc1,-3,2,0.9,14,-9,3,3,-4,1,1549
O=C1CC(c2ccccc2)CC(O)=C1C=NCc1ccccc1 (stereo not given),10,-3,1,-2,-2,3,-8,7,1,1638
Cc1cc(C)cc(CC2CC(=O)N(c3ccc(Cl)cn3)C2=O)c1 (stereo not given),7,-5,0.9,14,-6,2,-1,-4,1,1645
O=C(CSc1cn(CC(=O)N2CCCCC2)c2ccccc12)NCC1CCCO1 (stereo not given),0,-5,1.1,-5,8,3,-18,-3,1.1,1520
Cc1cc(C)c(C#N)c(N2CCN(CCOc3ccc(Cl)cc3)CC2)n1,-1,-4,1.2,-16,-3,-3,-4,-4,1,1397
CCN(CC)CCCNC(=O)CCc1ccccc1,4,6,1,-5,-3,10,-9,3,0.9,1551
CC(=O)Nc1ccc(S(=O)(=O)/N=C2/NC(=O)/C(=C\c3ccco3)S2)cc1,-5,0,1.2,-18,-2,0,-2,4,1,1496
O=C(CCc1ccccc1)N1CCN(c2ccccc2F)CC1,4,-4,1,1,-5,4,-4,9,1,1926
CCOC(=O)Nc1ccc2c(c1)N(C(=O)C(C)N1CCCC1)c1ccccc1CC2 (stereo not given),2,-2,1.2,-17,2,-1,-8,-3,1,1278
COC(=O)c1cc(OC)c(OC)cc1NC(=O)CSc1ccccc1,3,-6,1,-1,-4,6,-5,-6,1.1,1543
COc1ccc(OC)c(CN2CCN(C(=O)c3cccs3)CC2)c1,-6,-8,1,-2,-12,-2,-15,0,1.1,1569
CCOC(=O)C1CCN(c2c([N+](=O)[O-])c(C(Cl)Cl)nn2-c2ccccc2)CC1,4,2,1,2,-2,2,6,2,1,1670
CCCNS(=O)(=O)c1ccc(-n2cnnn2)c(OC)c1,1,-1,1.1,-6,-8,-7,-6,2,1,1476
NC(=S)N=Nc1c(O)n(C2OC(=O)c3ccccc32)c2ccccc12 (stereo not given),5,12,1,3,-2,5,28,13,0.9,1732
O=c1c(Cl)c(N2CCOCC2)cnn1-c1ncc(C(F)(F)F)cc1Cl,0,-1,1,-1,-1,-5,-9,0,1,1578
O=C(O)/C=C/c1cccc(NS(=O)(=O)c2ccccc2)c1,0,-2,0.8,17,1,0,-3,-2,1,1592
CCOC(=O)CCNC(=O)Nc1ccc2nc(C)n(Cc3ccc(Cl)cc3)c(=O)c2c1,9,-5,1,2,-1,-5,-18,0,1.1,1624
CCOC(=O)N1CCN(CC(O)COCC2=CCC3CC2C3(C)C)CC1 (stereo not given),3,-8,1.1,-12,-4,-4,-1,7,1.1,1493
[N-]=[N+]=NC1C[C@H](n2ccc(=O)[nH]c2=O)O[C@@H]1CO (stereo not given in full),-2,3,1.2,-16,-1,-2,-1,0,1,1387
Cc1ccc(NC(=O)c2snc3ccc(Cl)cc23)cc1C,-3,-5,1,4,-5,1,-18,-5,1.1,1588
O=C(C1CCCO1)N1CCN(C(=S)Nc2ccc(Cl)c(Cl)c2)CC1 (stereo not given),-4,1,0.6,39,0,1,-11,-8,1,1413
CCn1cc(Br)c(C(=O)Nc2ccc(C(=O)OC(C)C)cc2)n1,5,4,1,-2,-2,7,7,2,1,1452
CCOc1cccc(CNCc2cccnc2)c1OCc1ccccc1,1,-6,1,0,-3,-10,-18,-4,1.1,1485
CNC(=O)C(NC(=O)CNC(=O)c1ccc(Cl)cc1)C(C)(C)C (stereo not given),5,-8,1,-1,-1,13,-13,-2,1.1,1858
Cc1ccccc1-n1nc(-c2cccnc2)cc1C(=O)N/N=C/c1ccncc1,2,-6,1.1,-6,-3,0,-16,5,1.1,1569
CCOC(=O)CNC(=O)c1nn(-c2ccc(OCC)cc2)c(=O)c2ccccc12,1,-2,1,-1,-3,11,-7,6,1,1619

# Quoted at random: four entries already listed
SMILES,PPARg SRC-3 ag,TNAP inh hiacc,bIAP act,bIAP inh,Efa HMGR inh,PPARg SRC2 recr,TNAP inh no acc,PPARg SRC1 recr,TNAP act hi DEA,TR-FRET SRC-2 ct
CCOC(=O)CCNC(=O)Nc1ccc2nc(C)n(Cc3ccc(Cl)cc3)c(=O)c2c1,9,-5,1,2,-1,-5,-18,0,1.1,1624
Cc1ccccc1-n1nc(-c2cccnc2)cc1C(=O)N/N=C/c1ccncc1,2,-6,1.1,-6,-3,0,-16,5,1.1,1569
CCOC(=O)N1CCN(CC(O)COCC2=CCC3CC2C3(C)C)CC1 (stereo not given),3,-8,1.1,-12,-4,-4,-1,7,1.1,1493
CCOC(=O)CNC(=O)c1nn(-c2ccc(OCC)cc2)c(=O)c2ccccc12,1,-2,1,-1,-3,11,-7,6,1,1619

# The list goes on:
SMILES,PPARg SRC-3 ag,TNAP inh hiacc,bIAP act,bIAP inh,Efa HMGR inh,PPARg SRC2 recr,TNAP inh no acc,PPARg SRC1 recr,TNAP act hi DEA,TR-FRET SRC-2 ct
Cc1ccc(NC(=O)CCc2c(C)nc3ncnn3c2C)cc1,-7,-2,1,1,-11,3,-9,1,1,1543
CC(Sc1ccsc1[N+](=O)[O-])C(=O)NCc1ccccc1 (stereo not given),0,-7,1,-1,-3,3,-18,5,1.1,1694
COc1cc2[nH]c(=S)n(CCN3CCOCC3)c(=O)c2cc1OC,2,-3,1,-2,0,3,-10,0,1,1643
Cc1nc(-c2ccccc2)sc1C(=O)/C=C/c1ccccc1,7,1,0.9,6,-5,13,0,-2,1,1449
Cc1cccn2cc(CNC(=O)CC3CCCC3)nc12,11,-8,0.9,10,-5,5,-19,14,1.1,1793
Cc1ccc(-n2c(O)c(/C=N/n3cnnc3)c3ccccc3c2=O)cc1,6&12,1&-1,0.9&1,10&1,-4&-9,-1&3,-7&1,-3&9,1&1,1506&1551
O=C(NC1CCCC1)C1CCN(c2cnccn2)CC1,-1,-3,1.2,-23,1,1,-6,-8,1,1505
CC(NC(=O)Cc1ccccc1[N+](=O)[O-])c1ccccc1 (stereo not given),2,-4,0.9,9,0,1,-12,1,1,1746
COc1ccc(CCN(Cc2cc3cc(C)ccc3[nH]c2=O)C(C)=O)cc1OC,3,-6,1.1,-7,-7,-9,-5,-1,1.1,1492
COc1ccc(OC)c(-n2c(-c3ccc(C)cc3)n[nH]c2=S)c1,0,1,0.9,8,0,3,-10,-1,1,1581
Cc1ccc(-n2nc(CC#N)c(C#N)c2N)cc1,3,-2,0.8,16,-1,1,-21,9,1,1542
O=C(CCN1C(=O)COc2ccccc21)N1CCCCC1,5,-8,0.8,16,2,5,-25,-5,1.1,1430
O=C(CN(Cc1ccccc1Cl)C(=O)c1ccc(CN2CCOCC2)o1)NCc1ccccc1,-3,-1,1.1,-10,-3,1,-9,6,1,1326
CCn1nc(C(=O)OCC(=O)c2c[nH]c3ccccc23)c2ccccc2c1=O,3,-7,0.9,6,3,2,-12,1,1.1,1511
Cc1nn(C)c(C)c1Nc1ccc(N2C(=O)C3CC=CCC3C2=O)cc1[N+](=O)[O-] (stereo not given),3,21,0.9,10,7,-4,23,-5,0.8,1472
O=C(Cn1ccc([N+](=O)[O-])n1)N1CCCc2ccccc21,5,0,0.9,12,-2,-3,-6,3,1,1573
O=C(NCC1CCCO1)c1cc2n(n1)C(C(F)(F)F)CC(c1ccc(F)cc1)N2 (stereo not given),-1,-3,1.2,-15,-2,8,-7,1,1,1666
CC(=O)Nc1ccc(NC(=O)COC(=O)Cc2c[nH]c3ccccc23)cc1,3,-1,1.2,-18,-2,6,-6,-1,1,1508
